# ARNT-TACC3 inh – disruptors of ARNT/TACC3 protein interaction, primary screen, biochemical, AlphaScreen, single concentration. Transforming acidic coiled-coil-containing protein 3 (Homo sapiens), Q9Y6A5. AlphaScreen His-ARNT PAS-B/GST-TACC3 binding, luminescence; TACC3 fragment carries E629A point mutation. inhibition, % at 9.99 µM. hit rate 0.66% among 390,000;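 active = mean inhibition of replicates at least 50% and at least half of replicates each reaching 50%; inconclusive = half or more replicates reach 50% but mean below 50%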;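 note: 0% = complete ARNT plus TACC3 wells and 100% = ARNT alone without TACC3; many hits fall short of the cut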
# LGR2 inh – inhibitors of bursicon-induced LGR2 CRE-luciferase signal, primary screen, cell-based, HEK293, CRE-luciferase reporter, bursicon stimulation; Drosophila bursicon receptor LGR2 (rickets); bursicon-stimulated, 4 h; inhibition, % at 9.99 µM; hit rate 0.35% among 380,000;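 active = drop in luminescence signal, shown as inhibition above about 50% in the replicate tests, limit read from the data, passing the limit was not always enough; inconclusive = probably only some replicates passing the limit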;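 note: agonist challenge used bursicon conditioned medium at about half maximal strength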
# Active calls of the source: *; ? = inconclusive.
entry	Structure	LGR2 inh	ARNT-TACC3 inh
1	Cc1ccccc1C(=O)N1CCC(C(N)=O)CC1	-8	1
2	Cc1ccc(NCCC(=O)c2ccc(Br)cc2)cc1	-2	0
3	CN(c1ccc(O)cc1)c1nc(-c2ccccc2)cs1	-63	6
4	CCOC(=O)N1CCN(C(=O)COc2ccc(S(=O)(=O)NCC(C)C)cc2C)CC1	23	-1
5	CC1(C)CC(=O)C(C(=O)/C=C/NCCc2ccccc2)C(=O)C1	26	0
6	COc1cc(OC)cc(C(=O)N2CCN(Cc3ccccc3C(F)(F)F)CC2)c1	-5	-2
7	O=C(COc1ccc(S(=O)(=O)N2CCOCC2)cc1)Nc1ccccc1C(F)(F)F	-12	-34
8	COc1ccc(CN2CC(=O)N(c3ccc(C)cc3)C2=S)cc1OC	-31	0
9	CCCCOCCCNC(=O)c1ccc2c(c1)OCO2	-10	2
10	COc1ccc(Cl)c(NC(=O)Cn2nnc(-c3ccccc3N)n2)c1	-7	-1
11	COc1ccc(-c2cc(C(=O)Nc3c(C)nn(Cc4ccc(Cl)cc4)c3C)no2)cc1	12	1
12	Cc1ccc(NC(=O)CSc2nnc(C)n2-c2ccccc2)cc1	1	-11
13	Clc1ccc(-c2ccc(-c3nn4c(-c5ccco5)nnc4s3)o2)cc1	11	4
14	CCCc1ccc(-c2cc(C(=O)NN3CCOCC3)c3ccccc3n2)cc1	2	-8
15	CCc1ccc(NC(=O)c2cnn(-c3ccccc3)c2C)cc1	48	-17
16	Cc1nc(CS(=O)(=O)c2ccc(Cl)cc2)cc(N2CCOCC2)n1	12	-3
17	CCCN(C(=O)Cc1nc(N)n[nH]1)C1(C(=O)Nc2ccccc2C)CCCCC1	2	50*
18	Cc1ccc(S(=O)(=O)NC(CC(=O)NC2CCCC2)c2ccco2)cc1 (stereo unspecified)	21	-34
19	CC(C)(C)NS(=O)(=O)c1ccc2c(c1)oc(=O)c1cc(S(=O)(=O)NC(C)(C)C)ccc12	17	-12
20	O=C(N1CCCC1)C12CC3CC(CC(C3)C1)C2	23	-5

# Following part.
entry	Structure	LGR2 inh	ARNT-TACC3 inh
21	CCOc1ccc(-c2nnc3ccc(SC)nn23)cc1	11	4
22	Cc1cc(C)n2nc(CC(=O)NCc3ccc(F)cc3)nc2n1	-9	5
23	Cc1nn(Cc2ccccc2)c(C)c1NC(=O)Cn1nc([N+](=O)[O-])c(Cl)c1C	-16	-6
24	Cc1ccc(C(=O)CSc2nnc(-c3ccc4[nH]c(C)c(C)c4c3)o2)cc1C	-4	-9
25	O=C(Nc1nnc(COc2ccccc2)s1)C1CCN(S(=O)(=O)c2ccc(Cl)cc2)CC1	-2	-4
26	COC(=O)Cc1c(C)nc2nc(-c3ccco3)[nH]n2c1=O	-7	10
27	CCN(CC)CCC(=O)Nc1ccc2c(c1)N(C(=O)CN(CC)CC)c1ccccc1CC2	1	13
28	Cc1cc(C)nc(N2CCCC(C(=O)Nc3ccc4nc(C)c(C)nc4c3)C2)n1 (stereo unspecified)	-10	-2
29	CN(C)C(=O)CSc1nnc(CCN)o1	-26	-19
30	O=C(NC1CCCCC1)C(c1ccc2ncccc2c1)N(Cc1ccccc1)C(=O)c1ccc2c(c1)OCCO2 (stereo unspecified)	5	6
31	COc1ccc(CCNC2CC(=O)N(C)C2=O)cc1OC (stereo unspecified)	-11	-2
32	O=C(CSc1nnc(-c2cc3ccccc3cc2O)n1Cc1ccco1)N1CCc2ccccc2C1	22	-7
33	COCCNC(=O)COc1ccc(C)c(C)c1	15	-11
34	CCOC(=O)c1c(C)c(C(=O)NCCCOC)c(C)n1C	5	-7
35	CC(=O)Nc1ccc(NC(=O)c2ccccc2N(C)S(C)(=O)=O)cc1	6	-3
36	Cc1ccc(S(=O)(=O)N2CCCC(NC(=O)N3CCN(c4ccccc4)CC3)C2)cc1 (stereo unspecified)	2	6
37	N#CCO/N=C(\c1ccccc1)c1ccncc1	8	-2
38	COc1ccc(-n2c3c(cc(C(=O)N4CCN(CCO)CC4)c2=O)C(=O)CC(C)(C)C3)cc1	7	-22
39	CCOc1ccc(C(Nc2ccc(C)cc2)P2(=O)OCC(C)(C)CO2)cc1 (stereo unspecified)	10	0
40	CCCNC(=O)N[C@@H](CCSC)C(=O)OC	3	0

# (next part)
entry	Structure	LGR2 inh	ARNT-TACC3 inh
41	Cc1cc(C(=O)Nc2c(F)cc(F)cc2Br)no1	-16	-5
42	COC(=O)c1ccc2c(c1)NC(=O)C(N1CCCCC1)S2 (stereo unspecified)	-5	-3
43	COc1ccc(C(=O)c2c[nH]c3ccccc23)cc1	-59	-5
44	CCCCCCNC(=O)Nc1ccccc1	-64	17
45	COc1ccc(CCNC(=O)c2cccnc2)cc1	5	0
46	O=C(O)c1ccccc1S(=O)(=O)c1ccccc1CO	-15	-3
47	COc1ccc(CCNC(=O)C2CCN(S(=O)(=O)c3cnc[nH]3)CC2)cc1OC	3	-3
48	Cc1nn(C)cc1CNC(=O)c1cccc(Cl)c1	5	-2
49	COc1cc(C(=O)Nc2nc(OC)c(-c3ccccc3)c(OC)n2)cc(OC)c1OC	7	6
50	COc1ccc(-c2[nH]ncc2/C=N\NS(=O)(=O)c2ccccc2)cc1OC	-11	3
51	Cc1cc(-c2ccccc2)nc(N2CCC(C(=O)NC(C)C)CC2)n1	-36	5
52	Clc1ccc(-n2nnnc2Sc2ncnc3sccc23)cc1	46	8
53	Cc1ccc(C(=O)N/C(=C\c2ccc([N+](=O)[O-])cc2)C(=O)NCCc2ccccc2)cc1	-3	-6
54	COc1ccc2nc3oc(C(=O)N4CCN(c5cccc(Cl)c5)CC4)cc3cc2c1	-5	-6
55	CC1(C)CC(=O)C(CCCN2C(=O)c3ccccc3C2=O)C(=O)C1	4	1
56	COc1ccc(C2(CNC(=O)c3cccc([N+](=O)[O-])c3)CCOCC2)cc1OC	-17	-23
57	CCC1CCc2c([nH]c3ccccc3c2=O)O1 (stereo unspecified)	-10	-2
58	Cc1cccc(N(CC(=O)N=Nc2c(O)[nH]c3ccccc23)S(C)(=O)=O)c1C	9	-8
59	O=C(Cn1c(=O)n(Cc2ccco2)c(=O)c2ccccc21)NCC1CCCO1 (stereo unspecified)	-7	-20
60	O=C(Nc1ccccc1)O/N=C(\c1ccccc1)c1ccccn1	-17	39

# In the list so far, these have a nitro group on carbon:
entry	Structure	LGR2 inh	ARNT-TACC3 inh
23	Cc1nn(Cc2ccccc2)c(C)c1NC(=O)Cn1nc([N+](=O)[O-])c(Cl)c1C	-16	-6
53	Cc1ccc(C(=O)N/C(=C\c2ccc([N+](=O)[O-])cc2)C(=O)NCCc2ccccc2)cc1	-3	-6
56	COc1ccc(C2(CNC(=O)c3cccc([N+](=O)[O-])c3)CCOCC2)cc1OC	-17	-23

# The results go on:
entry	Structure	LGR2 inh	ARNT-TACC3 inh
61	COCC(=O)Nc1ccc(Br)cc1	4	-5
62	COc1ccc(NC(=O)c2c3c(nc4ccccc24)CCC3)cc1	-4	-2
63	CCCCOC(=O)N1CCOCCOCCN(C(=O)OCCCC)CCOCCOCC1	3	0
64	CCCC1=C(C(=O)OCC)C(c2cc(Cl)cc(OC)c2OCc2ccccc2)NC(=O)N1 (stereo unspecified)	0	-3
65	COC(=O)[C@H](Cc1ccccc1)NC(=O)N1CCC(C)CC1	17	-24
66	O=C(Nc1ccccc1)Nc1nnc(Cc2ccc([N+](=O)[O-])cc2)s1	-18	-11
67	COc1cc(NS(=O)(=O)c2ccc(NC(=O)c3ccco3)cc2)nc(OC)n1	15	-2
68	O=[N+]([O-])c1ccc(/C=N/Nc2cc(Cl)nc(-c3ccccc3)n2)cc1	6	-1
69	C=CCNC(=O)c1ccc(N(C)S(=O)(=O)c2ccc(OC)cc2)cc1	-5	2
70	Cc1cccc(NC(=O)c2oc3ccc(S(=O)(=O)N4CCOCC4)cc3c2C)c1C	12	-10
71	Cc1ccc(-c2c(C#N)c(N)nc3c2CCCCC3)cc1	5	-3
72	CCc1cc(C(=O)Nc2ccccc2)cs1	-65	8
73	CCN(C1CCCCC1)S(=O)(=O)c1ccc(S(=O)(=O)NCc2ccncc2)cc1	19	-2
74	COC(=O)c1cnn(-c2nc3c(C)cccc3s2)c1C	-3	-2
75	C#CCNc1cc(C)nc2ncnn12	1	5
76	c1cc(CNc2ccc3c(c2)OCCO3)ccn1	?	15
77	CCCCCCNC(=O)Cc1nc2nc(C)cc(C)n2n1	-19	-10
78	CC(Sc1nc(N(C)C)nc(N2CCOCC2)n1)C(=O)Nc1ccccc1 (stereo unspecified)	-5	-5
79	CCCOc1ccc(/C=c2\sc3nc(-c4ccco4)nn3c2=O)cc1OCC	-1	3
80	O=C(Nc1cccnc1)c1cnn2cccnc12	1	-1

# The list goes on:
entry	Structure	LGR2 inh	ARNT-TACC3 inh
81	O=C(NCc1ccc(F)cc1)C1C2C=CC3(CN(Cc4cccnc4)C(=O)C13)O2 (stereo unspecified)	22	4
82	CCOC(=O)C1CCCN(C(=O)c2cc(-c3ccccc3)on2)C1 (stereo unspecified)	18	3
83	CC1(C(=O)O)CCC(C(=O)NC2CCCCCC2)C1(C)C (stereo unspecified)	13	11
84	c1ccc(-c2cc(N3CCOCC3)nc(-c3ccccc3)n2)cc1	6	-7
85	O=C(/C=C/c1ccc(OCCCF)cc1)NCc1ccc(Cl)c(Cl)c1	-4	-1
86	Cc1cccnc1NC(=O)/C=C/c1ccc2c(c1)OCO2	-17	-2
87	COC(=O)c1oc2c(c1C)C1(CCC2)SCCS1	8	1
88	O=C1NCCN1Cc1ccc(F)cc1	-1	-4
89	Cc1cc(=O)n2nc(-c3ccccc3)sc2c1C#N	-13	-4
90	O=c1cc(CSc2nnnn2-c2ccccc2)[nH]c2[nH]n(-c3ccccc3)c(=O)c12	-15	-14
91	CCOC(=O)/C(C#N)=C/C1=C(N2CCCC2)CC(C)(CC)OC1 (stereo unspecified)	9	2
92	CNCc1ccccc1Sc1cccc2ccccc12	5	-1
93	CCCCC12CN3CCN(CC(C3)/C1=N\NC(=O)Nc1ccccc1)C2	0	0
94	O=C(NC1CCCCC1)c1noc2c1CCCCC2	-57	18
95	COCc1nnc(NC(=O)CCSc2ccccc2)s1	-36	-10
96	Cc1ccc(Cl)cc1-n1c(=O)cc(N2CC(C)OC(C)C2)[nH]c1=O (stereo unspecified)	8	-2
97	CCc1ccc(-n2c(SCc3c(C)noc3C)nnc2-c2ccncc2)cc1	-3	6
98	Nc1c(NC2CCCCC2)c2ccccc2oc1=O	-3	-1
99	CC(=O)c1c(C)[nH]c(C(=O)COc2ccc(C#N)cc2)c1C	-15	-8
100	Clc1ccc(OCCCc2nc(-c3cccnc3)no2)c(Cl)c1	4	-1

# Entries by screen from the list.
# Compounds 87 to 98 in LGR2 inh read 8, -1, -13, -15, 9, 5, 0, -57, -36, 8, -3, -3
# Compounds 87 to 98 in ARNT-TACC3 inh read 1, -4, -4, -14, 2, -1, 0, 18, -10, -2, 6, -1

# Continued:
entry	Structure	LGR2 inh	ARNT-TACC3 inh
101	COc1ccc(NC(=O)C2C3C=CC(C3)C2C(=O)NCc2ccco2)c(OC)c1 (stereo unspecified)	13	1
102	CCOC(=O)COc1ccc(S(=O)(=O)N2CCN(c3ccccc3F)CC2)cc1	-2	-2
103	CC1CN(CCc2ccccc2)c2nc3c(c(=O)[nH]c(=O)n3C)n2C1 (stereo unspecified)	10	-5
104	CCC(C)(C)n1nnnc1C(c1ccc(OC)c(OC)c1)N1CCN(c2cccc(OC)c2)CC1 (stereo unspecified)	5	4
105	CCn1c(=O)cc(SCC(=O)N2CCN(c3ccccn3)CC2)c2ccccc21	12	-3
106	Cc1ccc2nc(SCC(=O)N3CCOCC3)[nH]c2c1	-50	-3
107	O=C(CSc1nc2ccccc2o1)c1ccc2c(c1)OCCO2	-46	1
108	Cc1nc(C)c(C(=O)C2=C(O)C(=O)N(CCCn3ccnc3)C2c2ccc(Cl)cc2)s1 (stereo unspecified)	-13	9
109	COC(=O)c1cn(C)c2ccc(S(=O)(=O)N3CCCC3)cc2c1=O	-11	-3
110	O=S(=O)(c1ccc(F)c(F)c1)N1CCN(Cc2ccc3c(c2)OCO3)CC1	-9	3
111	CCOCCCNC(=O)c1ccccc1SC	4	-17
112	O=C(OCc1ccccc1)C1CCCN1C(=O)c1ccccc1[N+](=O)[O-] (stereo unspecified)	2	-12
113	CC1(C)CC(=O)C2=C(C1)OC(N)=C(C#N)C21C(=O)N(Cc2ccccc2Cl)c2ccccc21 (stereo unspecified)	5	1
114	O=[N+]([O-])c1ccc(Cl)c(/C=N/N2CCN(C3c4ccccc4-c4ccccc43)CC2)c1	5	9
115	Cc1ccc2nc(-c3ccc(SCC(=O)Nc4cc(C)on4)nc3)[nH]c2c1	-64	-1
116	CC(C)CNC(=O)C1CCN(c2ccc(S(=O)(=O)N3CCOCC3)cc2)CC1	24	-5
117	CC(=O)Nc1ccc(S(=O)(=O)NCc2cccnc2)cc1	-37	-7
118	O=C(NCCSCc1ccco1)c1ccc(CN2CCOCC2)cc1	-22	-3
119	Cn1c(SCC(=O)Nc2ccc3c(c2)oc2ccccc23)nnc1-c1ccccc1	-4	-2
120	CC(NC(=O)c1cc(-c2ccccc2)on1)c1ccccc1 (stereo unspecified)	-1	-8

# Next part:
entry	Structure	LGR2 inh	ARNT-TACC3 inh
121	Cc1ccc2nsnc2c1S(=O)(=O)Nc1cccc2nsnc12	0	7
122	CCC(CC)C(=O)Nc1cccc(C(=O)NCCc2ccc(S(N)(=O)=O)cc2)c1	12	-1
123	O=C(NC1CCCCC1)NC1CCN(C(=S)NCc2ccco2)CC1	3	7
124	Cc1ccc(-n2nnnc2SCC(N)=O)c(C)c1	12	-4
125	CC(C)C1(C(C)C)OC(=O)c2ccccc21	12	2
126	CCOC(=O)c1sc2cc([N+](=O)[O-])cc(SCC(C)C)c2c1N	9	16

# Not all compounds are listed; rates above refer to the full screens.
